Screens as filed in PubChem.
ARNT TACC3 PPI: disruptors of ARNT/TACC3 protein interaction, primary screen, biochemical, AlphaScreen, single concentration. Transforming acidic coiled-coil-containing protein 3 (Homo sapiens), Q9Y6A5. AlphaScreen His-ARNT PAS-B/GST-TACC3 binding, luminescence; TACC3 fragment carries E629A point mutation. inhibition, % at 9.99 µM. 390,000 compounds, 0.66% hits. AID 623870, 2012;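 active = mean inhibition of replicates at least 50% and at least half of replicates each reaching 50%; inconclusive = half or more replicates reach 50% but mean below 50%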;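 also: 0% = complete ARNT plus TACC3 wells and 100% = ARNT alone without TACC3; many hits fall short of the cut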
RAD54 inh: inhibitors of human RAD54 branch migration, primary screen, biochemical, fluorescence, single point. DNA repair and recombination protein RAD54-like (Homo sapiens), Q92698. RAD54 Holliday junction branch migration, FAM/BHQ fluorescence. inhibition, % at 10.4 µM. 360,000 compounds, 0.14% hits;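 active = mean normalized replicate activity at least 40 and at least half of replicates scoring 40 or more; inconclusive = only one of the two criteria met; inactive = mean below 40 and under half of replicates reaching 40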;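 also: 0% = median of neutral control wells and 100% = median of positive control wells; inhibitors cause a drop in the FAM fluorescence signal; in these data hits start at about 50%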
Target sequence (Q92698 whole entry, looked up): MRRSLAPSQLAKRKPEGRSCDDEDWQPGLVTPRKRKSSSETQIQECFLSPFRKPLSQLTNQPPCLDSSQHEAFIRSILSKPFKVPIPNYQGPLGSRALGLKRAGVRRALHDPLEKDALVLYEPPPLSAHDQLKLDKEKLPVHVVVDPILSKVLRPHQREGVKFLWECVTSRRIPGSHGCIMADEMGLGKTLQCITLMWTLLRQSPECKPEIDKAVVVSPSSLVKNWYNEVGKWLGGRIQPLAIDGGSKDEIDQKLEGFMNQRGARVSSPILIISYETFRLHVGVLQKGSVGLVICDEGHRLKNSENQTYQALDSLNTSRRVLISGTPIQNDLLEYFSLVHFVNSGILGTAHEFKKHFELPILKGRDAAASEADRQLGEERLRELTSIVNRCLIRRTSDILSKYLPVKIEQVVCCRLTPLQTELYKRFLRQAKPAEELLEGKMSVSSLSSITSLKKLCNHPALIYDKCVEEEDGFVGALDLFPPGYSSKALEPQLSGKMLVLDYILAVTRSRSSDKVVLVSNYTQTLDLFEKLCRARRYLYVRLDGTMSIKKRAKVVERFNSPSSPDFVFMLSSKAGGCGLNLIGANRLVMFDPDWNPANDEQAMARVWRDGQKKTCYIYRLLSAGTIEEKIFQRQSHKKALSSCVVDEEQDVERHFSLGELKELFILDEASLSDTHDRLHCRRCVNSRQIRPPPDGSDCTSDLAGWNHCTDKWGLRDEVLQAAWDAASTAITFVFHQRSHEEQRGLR
esBAF inh: Bmi1 luciferase reporter increase in mESCs, primary screen, esBAF inhibitor project, mouse ES cells, Bmi1 luciferase knock-in, single point | reporter increase, % at 12.5 µM | 24 h; 100% = twice the neutral-well signal | 350,000 compounds, 2% hits; in the data active = activation above about 40%; inconclusive = no clear call, values can overlap the other calls;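 also: 0% = median of the plate's neutral control wells and 100% = double that signal; a rise in the Bmi1 reporter signal indicates esBAF inhibition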
Starred values were filed as active, the others as inactive; ? = inconclusive. An excerpt (hit frequency here may not be typical).

Below each SMILES – ARNT TACC3 PPI, RAD54 inh, esBAF inh
Cc1ccc(CN2CCSc3ccc(C(=O)NCC4CCCO4)cc32)cc1 (stereo unspecified)
    -7, -5, 0
N#CC1=C(C2CC2)CC(c2ccccc2)C(C#N)=C1N (stereo unspecified)
    -4, -9, -6
CCc1ccc(-c2nc(CN3CCC(C(=O)N4CCN(c5ccccc5)CC4)CC3)c(C)o2)cc1
    12, -2, 7
N#Cc1nc(COc2ccc(F)cc2)oc1NCCN1CCOCC1
    -2, -14, 1
CNc1ccc(Br)cc(C(=O)/C=C/c2cc(OC)ccc2OC)c1=O
    3, -11, -5
CCN(C(=O)COc1ncnc2ccc(Br)cc12)C1CCS(=O)(=O)C1 (stereo unspecified)
    -6, 0, 2
Cc1cc(C)nc(N2CCCC(C(=O)NC(C)CCc3ccco3)C2)n1 (stereo unspecified)
    5, 1, -9
CC(C)Nc1nc(NC(C)C)nc(N(C#N)CCOc2ccc(Cl)cc2Cl)n1
    -1, -2, 6
Cc1cccc(N2C(=S)N=C(Nc3c(C)cccc3C)C23CCOC(C)(C)C3)c1 (stereo unspecified)
    2, -1, 4
c1cc(CSc2nnc(-c3ccc4c(c3)OCO4)o2)ccn1
    -11, -13, 23
COc1ccc(C(=O)N[C@H]2COC(C)(C)O[C@H]2c2ccccc2)cc1
    13, 1, 4
C#CC[N+](C)(C)C(C#Cc1ccccc1)CC=C (stereo unspecified)
    0, 2, -1
CC(=O)c1cn(CC(=O)Nc2ccc(C)cc2)c2ccccc12
    -2, 3, 15
CCN(CC)C(=O)C1CCCN(c2ccc([N+](=O)[O-])cc2/C=N/NC(=O)c2cccc(Br)c2)C1 (stereo unspecified)
    3, 1, 0
O=C1CC(C(=O)Nc2ccc(C(=O)N3CCOCC3)cc2)C2(CCCCC2)O1 (stereo unspecified)
    -3, 0, 4
CC(=O)Nc1ccc(S(=O)(=O)N2CCN(Cc3ccncc3)CC2)cc1
    -1, 0, 0
CC(=O)OC1(C(F)(F)F)Oc2ccccc2NC1=O (stereo unspecified)
    -1, -2, -1
O=c1cc[nH]c2c(C(F)(F)F)cccc12
    21, 3, 3
O=S(=O)(/N=C(\c1ccccc1)N1CCOCC1)c1cccs1
    -3, -6, -7
CC(=NCCN1CCN(C(=S)Nc2ccccc2)CC1)C1=C(O)CC(C)(C)CC1=O
    -4, 3, 16
NS(=O)(=O)c1ccc(CCNC(=O)c2cncc(Br)c2)cc1
    -32, 2, -2
CC(CC(=O)NCc1cccnc1)c1ccccc1 (stereo unspecified)
    -2, 6, -3
COc1ccc(S(=O)(=O)N(CC(=O)Nc2cc(C)on2)Cc2ccccc2)cc1
    -4, 2, -2
Nc1nc2ccc(S(=O)(=O)c3ccc4nc(N)sc4c3)cc2s1
    -6, -11, -4
COc1ccc(Cl)cc1C(=O)NNC(=S)NC(=O)c1ccc(F)c(F)c1
    -8, -4, -6
CC1(C)CC(=O)C2=C(C1)OC1=C(C(=O)CC(C)(C)C1)C2c1ccccc1
    1, -7, 9
Cc1c(CN(C)C(=O)c2sc3cc(Cl)ccc3c2Cl)cnn1C
    -16, -1, 6
Cc1sc2ncn(CC(=O)NCCc3ccccc3)c(=O)c2c1C
    -6, 0, 0
CN1C(=O)/C(=C2/C=CC=CN2C)OC1=S
    8, -18, 3
CCOC(=O)c1[nH]c(=O)[nH]c1CSCCO
    -14, -11, -2
CCC(C(=O)Nc1nnc(-c2ccco2)s1)c1ccccc1 (stereo unspecified)
    -3, 0, 9
C#CCOCCOCCOCCNc1nc(N2CCN(C(=O)C([C@@H](C)O)n3cc([C@@H](N)CCCCN)nn3)CC2)nc(N2CCN(C(=O)[C@H](CCCCN)n3cc(CN)nn3)CC2)n1 (stereo partly specified)
    21*, 69*, 10
Cc1cc(C)nc(SCc2n[nH]c(=S)n2C)n1
    -2, 2, -10
O=C(NCCNS(=O)(=O)c1ccccc1)N1CCOCC1
    6, -10, -7
CCCN1C=CC(=C2C(=O)c3ccccc3C2=O)C=C1
    1, -4, -83
CCCCn1c(=NC(=O)c2ccco2)c(C(=O)OCC)cc2c(=O)n3ccccc3nc21
    -3, 37, -2
Cc1cccc(-n2ncc3c(NCCN4CCOCC4)ncnc32)c1
    0, -3, 3
CN(O)/C=c1/ccc2c(n1)C(=O)C=CC=2
    12, 5, 5
C=CC(=O)Nc1ccc(Nc2nc(NC3CCC(N(C)C)CC3)nc3c2ncn3C(C)C)cc1 (stereo unspecified)
    9, -9, -85
Cc1ccc(CNc2nc3ccccc3s2)s1
    1, 2, -71
CCCn1c(SCC(=O)N2CCCC2)nc2c1c(=O)n(C)c(=O)n2C
    -4, -15, -1
CN(C)c1ccnc(Oc2ccccc2)c1C#N
    -11, 21, 14
c1nc2sc3c(c2c2nnnn12)CCCC3
    5, 3, -9
O=C(c1ccc(S(=O)(=O)N2CCOCC2)cc1)N1CCN(c2ccccc2)CC1
    16, 5, -2
Cc1ccc(S(=O)(=O)N2CCCCC2)cc1C(=O)Nc1ccc(N2CCOCC2)cc1
    3, 12, ?

In another format: results already given.
Structure	ARNT TACC3 PPI	RAD54 inh	esBAF inh
C#CCOCCOCCOCCNc1nc(N2CCN(C(=O)C([C@@H](C)O)n3cc([C@@H](N)CCCCN)nn3)CC2)nc(N2CCN(C(=O)[C@H](CCCCN)n3cc(CN)nn3)CC2)n1 (stereo partly specified)	21*	69*	10
Cc1cc(C)nc(SCc2n[nH]c(=S)n2C)n1	-2	2	-10
O=C(NCCNS(=O)(=O)c1ccccc1)N1CCOCC1	6	-10	-7
CCCN1C=CC(=C2C(=O)c3ccccc3C2=O)C=C1	1	-4	-83
CCCCn1c(=NC(=O)c2ccco2)c(C(=O)OCC)cc2c(=O)n3ccccc3nc21	-3	37	-2
Cc1cccc(-n2ncc3c(NCCN4CCOCC4)ncnc32)c1	0	-3	3
CN(O)/C=c1/ccc2c(n1)C(=O)C=CC=2	12	5	5
C=CC(=O)Nc1ccc(Nc2nc(NC3CCC(N(C)C)CC3)nc3c2ncn3C(C)C)cc1 (stereo unspecified)	9	-9	-85
Cc1ccc(CNc2nc3ccccc3s2)s1	1	2	-71
CCCn1c(SCC(=O)N2CCCC2)nc2c1c(=O)n(C)c(=O)n2C	-4	-15	-1
CN(C)c1ccnc(Oc2ccccc2)c1C#N	-11	21	14
c1nc2sc3c(c2c2nnnn12)CCCC3	5	3	-9
O=C(c1ccc(S(=O)(=O)N2CCOCC2)cc1)N1CCN(c2ccccc2)CC1	16	5	-2
Cc1ccc(S(=O)(=O)N2CCCCC2)cc1C(=O)Nc1ccc(N2CCOCC2)cc1	3	12	?

Additional records follow:
Below each SMILES – ARNT TACC3 PPI, RAD54 inh, esBAF inh
CC[n+]1c(/C=C/C=C/N(C(C)=O)c2ccccc2)sc2ccccc21
    -5, -76, 5
CCCCOC(=O)C1=C(C)Nc2nnnn2C1c1ccccc1Cl (stereo unspecified)
    -2, 11, 7
c1cncc(-c2noc(-c3ccco3)n2)c1
    -5, -1, ?
COc1ccc(OC)c(CN(CCCN2CCOCC2)C(=O)Nc2ccccc2)c1
    -7, 4, 3
COCCn1c(C2CCCCC2)nc2sc3ccccc3c(=O)c2c1=O
    -2, -7, -4
CCCn1c(N2CCN(S(=O)(=O)Cc3ccccc3)CC2)nc2ccccc21
    -6, 5, -9
NC(=O)c1cc(N2C(=O)C3CC=CCC3C2=O)ccc1N1CCCCC1 (stereo unspecified)
    0, -1, 17
Cc1cc(C(=O)Nc2ccc(C(=O)O)cc2)c(-c2ccccc2)o1
    1, -1, 0
O=[N+]([O-])c1cccc(C(=Nc2cccc(Cl)c2)NO)c1
    -1, 1, 0
O=C(Nc1ccc(Br)c(Cl)c1)C1CC1
    -5, 4, 16
Cc1ccccc1Cn1nc(C)c(NC(=O)c2noc3c2CCCC3)c1C
    0, -3, 7
Cc1ccc(Cn2c(SCC(=O)NCC3CCCO3)nc3c(sc4ccccc43)c2=O)cc1 (stereo unspecified)
    1, 8, -2
Cc1ccccc1Cn1nc(C)c(NC(=O)c2cc3nc(-c4ccco4)cc(C(F)(F)F)n3n2)c1C
    3, -3, 1
CC(C)c1ccc(-c2cc(C(=O)N3N=C(C(F)F)CC3(O)C(F)F)c3ccccc3n2)cc1 (stereo unspecified)
    3, -5, -2
O=C(COC(=O)C1CCCO1)Nc1cccc(C(F)(F)F)c1 (stereo unspecified)
    5, 5, -11
Cc1c(C#N)c(SCC(N)=O)nc2c1CCCC2
    5, 9, -8
COc1ccc2occ(NC(C)=O)c2c1
    -5, -2, -10
CC(=O)c1c(C)[nH]c(C(=O)CSc2nnc(-c3ccccc3)o2)c1C
    0, 3, 1
COc1cc(-c2nc(S(=O)(=O)c3ccccc3)c(N3CCOCC3)o2)cc(OC)c1OC
    2, 2, -6
CCSc1nc(N)nc(-c2cccs2)c1C#N
    -3, -5, 49*
COc1cc(S(=O)(=O)N2CCN(c3ccccc3F)CC2)ccc1Cl
    -4, -4, 15
CCOC(=O)[C@@H]1[C@H]2COc3ccccc3[C@@H]2N2C(=O)N(c3ccccc3)C(=O)[C@@]12C
    -4, 1, -7
COC(=O)c1ccccc1NC(=O)c1cccs1
    -16, -13, -2
O=C(O)CCC(=O)N1N=C(c2cccs2)CC1c1cn(-c2ccccc2)nc1-c1ccccc1 (stereo unspecified)
    12, 12, -3
COc1cccc(/C(O)=C2/C(=O)C(=O)N(CCN3CCOCC3)C2c2cccs2)c1 (stereo unspecified)
    3, 9, 3
COc1ccc(C2C(C#N)=C(N)OC3=C2C(=O)CCC3)cc1Cn1nc(C)c([N+](=O)[O-])c1C (stereo unspecified)
    -26, -12, 1
Cc1cc(NC(=O)Cc2c(F)cccc2Cl)no1
    -17, 4, 0
CCn1c(=O)cc(OCC(=O)O)c2ccccc21
    -5, 4, -2
O=C(O)CSc1nnc(C2COc3ccccc3O2)n1-c1ccccc1 (stereo unspecified)
    -3, 4, -7
NC(=O)C(c1ccccc1)C1CCCCC1 (stereo unspecified)
    -6, 5, 2
Cn1nc(C(=O)Nc2cccc(C(F)(F)F)c2)c2ccccc2c1=O
    7, 16, 5
O=S1(=O)CCC(SCc2nc3sccn3c2Br)C1 (stereo unspecified)
    -1, -3, -1
c1csc(C2C3=C(Nc4ncnn42)c2ccccc2OC3)c1 (stereo unspecified)
    6, 3, 2
OC(c1ccc(OCc2ccccc2)cc1)c1nnc(-c2ccccc2)o1 (stereo unspecified)
    -5, 3, 2
CCOC(=O)c1c(NC(=O)CN2CCOCC2)sc(C(=O)NC)c1C
    -12, 1, -8
COc1ccc(NC(=O)CSc2nnc(C(C)C)n2N)cc1
    7, -11, -5
O=S(=O)(Nc1nc2ccccc2nc1N1CCN(c2ccccn2)CC1)c1ccc(Cl)cc1
    -3, -5, 13
Cc1cc(S(=O)(=O)NCc2ccc(S(N)(=O)=O)cc2)c(C)s1
    -12, 4, -9
CCCN1C2CCCC1CC(NC(=O)c1ccccc1F)C2 (stereo unspecified)
    -3, -6, 9
CCN(CC(=O)NCc1ccc(F)cc1)Cc1nc2ccccc2c(=O)[nH]1
    5, 5, 0
CCOCCn1c(CN2CCN(c3ccc(F)cc3)CC2)nc2c1c(=O)n(C)c(=O)n2C
    4, 6, 4
O=C(c1ccccc1)N(Cc1ccc(F)cc1)C1CCS(=O)(=O)C1 (stereo unspecified)
    -5, -4, 2
CCCc1cc(=O)n2[nH]c(-c3ccc(C)cc3)cc2n1
    -2, -5, 12
COCCNC(=O)C1CCN(S(=O)(=O)N2CCC3(CC2)OCCO3)CC1
    -49, -7, -2
OCCn1c(SCCOc2ccccc2F)nc2ccccc21
    0, 9, -1
COc1cccc(-c2nnc3n2N=C(c2cc(OC)ccc2OC)CS3)c1
    -2, -3, -8
C=CCn1c(SCC(=O)NCCc2ccccc2)nnc1C(C)NC(=O)c1cccs1 (stereo unspecified)
    -1, -5, 10
COc1ccc(N2CC(O)=C(c3n(C)c4ccccc4[n+]3C)C2=N)cc1
    -3, 9, -8
O=C(CN1C(=O)COc2ccccc21)N(Cc1ccccc1)Cc1ccccn1
    7, -2, -3
